Screens as filed in PubChem BioAssay.
Pf Dd2 inh: P. falciparum Dd2 growth inhibition. SYBR Green, 72 h; stronger effect = lower value. activity change, % at 10 µM. 2.3% of 94,000 active; in the data active = activity change below about -80%; inconclusive = no clear call, values can overlap the other calls
GASC1 inh: blocks human GASC-1 (KDM4C) demethylase activity; Q9H3R0; GST-KDM4C 2-372, H3K9me3 peptide, LANCE TR-FRET; inhibition, % at 12.5 µM; 0.15% of 96,000 active;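 active = mean replicate inhibition above about 25%, with at least 55% of replicates also reaching it, limit read from the data, passing the limit was not always enough; inconclusive = only one of those two conditions met; inactive = neither condition met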
Target sequence (Q9H3R0 2-372 limits assumed): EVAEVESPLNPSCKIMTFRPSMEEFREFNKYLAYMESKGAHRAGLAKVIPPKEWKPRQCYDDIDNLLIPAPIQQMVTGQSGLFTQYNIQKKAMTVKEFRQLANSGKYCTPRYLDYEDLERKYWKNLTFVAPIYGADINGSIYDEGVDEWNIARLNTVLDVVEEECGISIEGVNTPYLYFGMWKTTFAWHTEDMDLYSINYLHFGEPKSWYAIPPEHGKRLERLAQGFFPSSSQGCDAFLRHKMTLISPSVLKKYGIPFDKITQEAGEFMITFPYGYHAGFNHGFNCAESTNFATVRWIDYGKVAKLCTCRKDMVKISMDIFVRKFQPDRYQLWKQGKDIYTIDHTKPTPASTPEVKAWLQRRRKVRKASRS
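Test system – GST-tagged GASC-1 (JMJD2C) catalytic fragment, aa 2-372 · Medium – HEPES buffer, pH 7.5, plus ascorbate · Reagent – H3K9me3 peptide with Fe(II)/2OG · Compound – one test concentration per compound · Timing – 30 min reaction, 60 min detection, RT · Technique – TR-FRET with Eu antibody and ULight streptavidin, EDTA stop · Read-out basis – inhibition from TR-FRET ratio decrease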
T cruzi growth: T. cruzi proliferation inhibition. AID 624255. T. cruzi beta-gal in NIH3T3, GalScreen luminescence, 90 h. 5.9% of 77,000 active. inhibition, % at 8.34 µM;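 active = mean inhibition above about 93%, with at least 55% of replicates each passing it, limit read from the data, passing the limit was not always enough; inconclusive = only one of those two conditions holds; inactive = neither condition holds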
C diff HTS: inhibitors of Clostridium difficile growth | 0.25% of 86,000 active | Clostridium difficile clinical isolate growth, OD600, 24 h; stronger effect = lower value | growth activity, negative = inhibition, % at 16 µg/mL (by protocol);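 active = mean growth activity at or below -80% and every replicate also at or below -80%; inconclusive = mean at or below -80% but some replicate above -80%; inactive = mean growth activity above -80%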;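 note: 0% = DMSO wells and -100% = levofloxacin 16 µg/mL wells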
* = called active by the depositor; u = inconclusive; x = not tested or not shown; & = joins results of further samples.

The line under a structure holds: Pf Dd2 inh	GASC1 inh	T cruzi growth	C diff HTS
C[C@@H]1CN([C@@H](C)CO)C(=O)c2cc(NS(=O)(=O)c3ccc(F)cc3)ccc2O[C@@H](C)CCCCO[C@@H]1CN(C)C(=O)Nc1ccc2c(c1)OCO2
 : -61.0	1.0	x	-0.1
O=C(NC1CCCC1)N1CCCCN2[C@@H](CO)[C@H](c3ccc(-c4cncnc4)cc3)[C@@H]2C1
 : -45.6	-0.5	74.6	-11.1
COc1cccc(S(=O)(=O)Nc2ccc3c(c2)C(=O)N(C)C[C@@H](OC)[C@H](C)CN(C(=O)Cc2cccnc2)[C@@H](C)CO3)c1
 : -8.2	1.9	x	x
CCS(=O)(=O)N1[C@H](C#N)[C@@H](c2ccc(C#Cc3ccccc3F)cc2)[C@@H]1CO
 : -49.6	-1.2	81.8	-5.9
C[C@H]1CN([C@@H](C)CO)C(=O)c2cc(-c3ccncc3)cnc2O[C@H]1CN(C)C(=O)c1ccncc1
 : 24.9	2.2	-28.0	4.6
COc1ccc(S(=O)(=O)Nc2ccc3c(c2)C(=O)N([C@@H](C)CO)C[C@H](C)[C@H](CN(C)S(=O)(=O)c2c(C)noc2C)OCCCC[C@@H](C)O3)cc1
 : -34.2	-1.0	x	-2.1
O=C(Nc1cc(F)ccc1F)N1C[C@H]2[C@@H](c3ccccc31)[C@@H](CO)N2CC1CCCC1
 : -18.6	-2.4	54.8	8.3
C[C@H](CO)N1C[C@H](C)[C@H](CN(C)S(=O)(=O)c2cn(C)cn2)Oc2ccc(NC(=O)CCC(F)(F)F)cc2CC1=O
 : 2.9	-1.0	21.3	-6.5
C[C@H]1CN([C@@H](C)CO)C(=O)Cc2cc(NS(=O)(=O)c3ccccc3)ccc2O[C@H]1CN(C)Cc1ccc2c(c1)OCO2
 : -12.0	0.7	30.8	-6.9
O=C(N[C@@H]1C=C[C@H](CC(=O)N2CCc3ccccc3C2)O[C@@H]1CO)C1CC1
 : 14.9	0.4	x	12.8
COCC(=O)Nc1ccc2c(c1)C(=O)N(C)C[C@@H](OC)[C@H](C)CN(Cc1ccccn1)[C@H](C)CO2
 : -12.4	0.9	5.7	x
C[C@H](CO)N1C[C@H](C)[C@H](CN(C)S(=O)(=O)c2ccc(F)cc2)Oc2ccc(NC(=O)Nc3ccc4c(c3)OCO4)cc2CC1=O
 : -12.1	0.5	17.3	7.4
C[C@H]1CN([C@@H](C)CO)C(=O)c2c(c3ccccc3n2C)-c2ccccc2CO[C@H]1CN(C)S(=O)(=O)c1ccccc1
 : -84.2*	-1.3	64.8	x
O=C(C[C@@H]1CC[C@@H]2[C@H](COC[C@H](O)CN2C(=O)c2cnccn2)O1)NCc1ccc(F)cc1
 : x	0.6	-51.0	1.7&0.8
Cc1cccc(S(=O)(=O)N2C[C@@H]3[C@H](c4ccccc42)[C@H](CO)N3Cc2cccnc2)c1
 : -16.9	0.4	55.8	-11.1
COc1ccc(S(=O)(=O)N(C)C[C@H]2OCCCC[C@@H](C)Oc3ccc(NS(C)(=O)=O)cc3C(=O)N([C@@H](C)CO)C[C@@H]2C)cc1
 : -48.2	0.6	-112.4	8.5
C[C@H]1CN([C@@H](C)CO)C(=O)Cc2cc(NS(=O)(=O)c3ccc(F)cc3)ccc2O[C@H]1CN(C)S(=O)(=O)c1cccs1
 : -66.8	-2.9	-12.0	3.2
Cc1ccc(S(=O)(=O)NCC[C@H]2CC[C@@H](NC(=O)c3cccnc3)[C@H](CO)O2)cc1
 : 10.3	1.2	11.3	0.5
C/C=C/c1cnc2c(c1)C(=O)N([C@@H](C)CO)C[C@H](C)[C@@H](CN(C)C(=O)c1ccc3c(c1)OCO3)O2
 : -38.5	-0.7	25.4	3.1
COc1ccc2c3c([nH]c2c1)[C@@H](CO)N(S(=O)(=O)c1cn(C)cn1)CC31CCN(CC2CCCC2)CC1
 : -41.1	-0.7	x	1.7
O=S(=O)(Cc1ccccc1)NCC[C@@H]1CC[C@@H](NS(=O)(=O)c2ccc(F)cc2)[C@H](CO)O1
 : 17.4	-0.9	-72.2	-3.2
O=C(Cc1ccncc1)N1CC(=O)N2[C@H](CO)[C@H](c3ccc(Br)cc3)[C@@H]2C1
 : 44.1	22.1	x	8.6
CC(C)CC#Cc1ccc2c(c1)O[C@@H](CN(C)C(=O)NC1CCCC1)[C@@H](C)CN([C@@H](C)CO)S2(=O)=O
 : -21.4	-1.3	120.1*	-17.5
O=C(C[C@H]1CC[C@@H](NC(=O)NC2CCCCC2)[C@@H](CO)O1)NCc1ccc(F)cc1
 : 21.0	-1.8	x	1.7
C[C@@H]1CN([C@@H](C)CO)C(=O)Cc2cc(NC(=O)CCN3CCOCC3)ccc2O[C@H]1CN(C)C
 : 5.9	-0.6	x	0.4
COc1ccc(NC(=O)Nc2ccc3c(c2)C(=O)N([C@H](C)CO)C[C@H](C)[C@H](CN(C)CC2CC2)OCCCC[C@@H](C)O3)cc1
 : -75.3	x	43.5	x
CNC[C@@H]1Oc2ncc(C#CCC3CCCC3)cc2C(=O)N([C@H](C)CO)C[C@H]1C
 : -52.4	-0.3	u	4.1
C[C@H]1CN([C@@H](C)CO)C(=O)c2cc(NS(=O)(=O)c3ccc(Cl)cc3)ccc2O[C@@H]1CN(C)Cc1ccccc1
 : -1.1	2.2	36.2	1.3
C[C@H]1CN([C@@H](C)CO)C(=O)c2cc(NC(=O)Nc3ccc4c(c3)OCO4)ccc2O[C@@H]1CN(C)S(=O)(=O)c1ccc(Cl)cc1
 : -11.9	0.5	-22.1	-3.5
C[C@@H]1CN([C@@H](C)CO)C(=O)c2cccc(NC(=O)C3CCCCC3)c2O[C@@H]1CN(C)C
 : -8.3	0.2	30.9	-2.4
C[C@@H]1CN([C@H](C)CO)C(=O)c2cccc(NC(=O)c3nc4ccccc4s3)c2O[C@H]1CN(C)S(C)(=O)=O
 : -1.3	-1.3	16.1	-1.6
C[C@@H]1CCCCO[C@H](CN(C)C(=O)CCCN(C)C)[C@@H](C)CN([C@H](C)CO)C(=O)c2cc(NS(=O)(=O)c3ccc(F)cc3)ccc2O1
 : 56.3	1.0	x	-0.1
O=C(N[C@H]1CC[C@H](CCNS(=O)(=O)c2ccc(F)cc2)O[C@@H]1CO)c1ccccn1
 : -14.7	0.3	-36.9	-2.2
C[C@H](CO)N1C[C@H](C)[C@H](CN(C)Cc2ccc(Cl)c(Cl)c2)Oc2ccc(N(C)C)cc2C1=O
 : -6.8	0.3	52.9	15.9
O=C(C[C@@H]1CC[C@H]2[C@@H](COC[C@H](O)CN2C(=O)c2ccncc2)O1)NC1Cc2ccccc2C1
 : -5.0	-1.9	2.6	1.3
CCC(=O)N(C)C[C@H]1Oc2ncc(C#Cc3cccnc3)cc2C(=O)N([C@H](C)CO)C[C@H]1C
 : 17.4	-0.2	51.7	1.8
COc1ccc(CN(C)C[C@@H]2Oc3c(NC(=O)Nc4cccc5ccccc45)cccc3C(=O)N([C@H](C)CO)C[C@@H]2C)cc1
 : -5.7	0.8	88.5	3.0
CN1CCCCN2[C@H](CO)[C@H](c3ccc(C#Cc4ccccc4F)cc3)[C@H]2C1
 : -31.9	-0.9	77.4	2.6
C[C@H](CO)N1C[C@H](C)[C@H](CN(C)Cc2cccnc2)Oc2ncc(C#CC3CCCCC3)cc2C1=O
 : 63.9	1.7	x	x
C[C@@H]1CCCCO[C@@H](CN(C)Cc2ccc3c(c2)OCO3)[C@H](C)CN([C@H](C)CO)C(=O)c2cc(NC(=O)C3CCCCC3)ccc2O1
 : -71.9	1.9	91.7	-0.3
C[C@H](CO)N1C[C@H](C)[C@H](CN(C)C)Oc2ccc(NC(=O)Cn3cnnn3)cc2C1=O
 : -0.4	2.2	x	2.8
C[C@H](CO)N1C[C@H](C)[C@H](CN(C)C(=O)CN(C)C)Oc2cc(C#CC3CC3)ccc2S1(=O)=O
 : -6.7	-0.3	9.4	-13.9
CN(C)CCCNC(=O)C[C@@H]1CC[C@H]2[C@@H](COC[C@H](O)CN2Cc2cccc(Cl)c2)O1
 : -3.1	3.3	62.0	-6.2
C[C@@H]1CN([C@@H](C)CO)C(=O)c2cc(NS(=O)(=O)c3cn(C)cn3)ccc2O[C@H]1CN(C)S(=O)(=O)c1cn(C)cn1
 : 11.6	-3.0	-6.4	x
COc1cccc(-c2ccc([C@@H]3[C@H]4CN(C(=O)c5ccncc5)CC(=O)N4[C@H]3CO)cc2)c1
 : -67.2	1.8	x	6.9
CCC(=O)N1[C@H](CO)[C@H](c2ccc(-c3cncnc3)cc2)[C@@H]1CN(C)C(C)=O
 : 18.1	-1.8	x	1.4
C[C@@H]1CCCCO[C@@H](CN(C)S(=O)(=O)c2cccs2)[C@H](C)CN([C@@H](C)CO)C(=O)c2cc(NC(=O)CCC(F)(F)F)ccc2O1
 : -21.5	-2.4	46.6	-4.9
CNC[C@H]1Oc2ccc(NS(=O)(=O)c3c(C)noc3C)cc2CC(=O)N([C@@H](C)CO)C[C@@H]1C
 : 17.7	0.8	32.8	13.9
C[C@@H]1CN([C@H](C)CO)C(=O)c2cccc(NS(=O)(=O)c3ccccc3)c2O[C@@H]1CN(C)Cc1ccncc1
 : 9.6	0.1	-3.5	-3.6
Cc1noc(C)c1NC(=O)Nc1ccc2c(c1)C(=O)N([C@H](C)CO)C[C@H](C)[C@H](CN(C)S(=O)(=O)c1ccc(F)cc1)OCCCC[C@@H](C)O2
 : -31.3	0.0	-28.6	-1.0
COc1ccc(C#Cc2cnc3c(c2)C(=O)N([C@H](C)CO)C[C@@H](C)[C@@H](CN(C)C(=O)c2ccccc2F)O3)cc1
 : -72.5	19.4	67.5	-5.7
COc1ccc(C#Cc2ccc3c(c2)[C@@H]2[C@@H](CCN2C(=O)C2CC2)[C@@H](CO)N3)cc1
 : -48.0	-1.7	108.7*	-4.0
CC(C)NC(=O)Nc1ccc2c(c1)C(=O)N([C@@H](C)CO)C[C@@H](C)[C@H](CN(C)S(C)(=O)=O)OCCCC[C@@H](C)O2
 : 1.2	0.5	-110.1	x
C[C@H]1CN([C@@H](C)CO)C(=O)c2cccc(NS(C)(=O)=O)c2O[C@H]1CN(C)C(=O)NC1CCCCC1
 : 8.7	1.4	x	3.2
CC(=O)N[C@@H]1CC[C@@H](CC(=O)NCc2ccc(Cl)cc2)O[C@H]1CO
 : -6.9	-0.7	-15.5	6.0
CO[C@@H]1CN(C)C(=O)c2ccc(NS(=O)(=O)C3CCCCC3)cc2OC[C@H](C)NC[C@H]1C
 : 11.2	-0.4	6.4	x
CC(C)C#Cc1cnc2c(c1)C(=O)N([C@@H](C)CO)C[C@H](C)[C@H](CN(C)C(=O)c1cnccn1)O2
 : 0.9	-1.8	44.3	3.5
Cc1noc(C)c1S(=O)(=O)N(C)C[C@@H]1OCCCC[C@@H](C)Oc2ccc(NC(=O)CCCN(C)C)cc2C(=O)N([C@H](C)CO)C[C@H]1C
 : -27.2	1.1	-95.6	2.8
COc1cccc(C#Cc2ccc3c(c2)O[C@H](CN(C)C(C)=O)[C@H](C)CN([C@@H](C)CO)S3(=O)=O)c1
 : -48.6	-0.2	49.7	-10.3
C[C@@H]1CN([C@@H](C)CO)C(=O)c2cc(NC(=O)CCC(F)(F)F)ccc2O[C@@H](C)CCCCO[C@H]1CN(C)C(=O)c1ccncc1
 : 31.1	4.8	17.8	2.7

5 entries already listed, ordered by count of non-hydrogen atoms, lowest first:
The line under a structure holds: Pf Dd2 inh	GASC1 inh	T cruzi growth	C diff HTS
CO[C@@H]1CN(C)C(=O)c2ccc(NS(=O)(=O)C3CCCCC3)cc2OC[C@H](C)NC[C@H]1C
 : 11.2	-0.4	6.4	x
CC(C)C#Cc1cnc2c(c1)C(=O)N([C@@H](C)CO)C[C@H](C)[C@H](CN(C)C(=O)c1cnccn1)O2
 : 0.9	-1.8	44.3	3.5
C[C@H]1CN([C@@H](C)CO)C(=O)c2cccc(NS(C)(=O)=O)c2O[C@H]1CN(C)C(=O)NC1CCCCC1
 : 8.7	1.4	x	3.2
CC(C)NC(=O)Nc1ccc2c(c1)C(=O)N([C@@H](C)CO)C[C@@H](C)[C@H](CN(C)S(C)(=O)=O)OCCCC[C@@H](C)O2
 : 1.2	0.5	-110.1	x
C[C@@H]1CN([C@@H](C)CO)C(=O)c2cc(NC(=O)CCC(F)(F)F)ccc2O[C@@H](C)CCCCO[C@H]1CN(C)C(=O)c1ccncc1
 : 31.1	4.8	17.8	2.7

Next section:
The line under a structure holds: Pf Dd2 inh	GASC1 inh	T cruzi growth	C diff HTS
O=C(C[C@H]1CC[C@H]2[C@@H](COC[C@@H](O)CN2Cc2ccccc2F)O1)N1CCc2ccccc2C1
 : -2.7	0.1	13.6	x
CCCNC(=O)N(C)C[C@@H]1Oc2cc(Br)ccc2S(=O)(=O)N([C@H](C)CO)C[C@H]1C
 : 9.5	0.0	-22.7	1.8
O=C(c1cccc(F)c1)N1C[C@H]2[C@@H](c3ccccc31)[C@H](CO)N2C(=O)C1CCOCC1
 : -32.1	2.1	49.7	-4.4
Cc1ccc(S(=O)(=O)N(C)C[C@@H]2OCCCC[C@@H](C)Oc3ccc(NS(=O)(=O)c4c(C)noc4C)cc3C(=O)N([C@H](C)CO)C[C@@H]2C)cc1
 : -42.9	-0.4	14.2	-3.8
